# Source: PubChem
# TMEM16A act – activates or potentiates the mouse TMEM16A chloride channel; Q8BHY3; HEK293 TMEM16A/YFP-H148Q/I152L, iodide quench fluorescence; hits give low values; B-score at 10 µM; 0.3% of 340,000 active; AID 623877;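 active means fluorescence-ratio B-score plate-corrected deviation score at least 3 library SD below zero, with starting fluorescence score within 5 deviations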;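 further: channel opened by trigger with iodide after compound preincubation; score built on the fluorescence ratio of max minus min over baseline; more negative score means more quench and so TMEM16A activation or potentiation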
# RGS4 block – inhibitors of human RGS4; 0.45% of 310,000 active; HEK293 M3R/RGS4 inducible, Fluo-4 calcium flux; hits give high values; triggered by carbachol at its EC20; P49798; B-score at 10 µM;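 active means B-score, a plate-corrected calcium signal, over three deviations above library mean, with baseline fluorescence within five deviations of library mean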;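 further: RGS4 expression induced by doxycycline in cells with stable M3 receptor; B-score is computed from the integrated fluorescence ratio over baseline after carbachol; higher B-score means a larger calcium signal and so more RGS4 inhibition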
# Target sequence (P49798 whole entry, looked up): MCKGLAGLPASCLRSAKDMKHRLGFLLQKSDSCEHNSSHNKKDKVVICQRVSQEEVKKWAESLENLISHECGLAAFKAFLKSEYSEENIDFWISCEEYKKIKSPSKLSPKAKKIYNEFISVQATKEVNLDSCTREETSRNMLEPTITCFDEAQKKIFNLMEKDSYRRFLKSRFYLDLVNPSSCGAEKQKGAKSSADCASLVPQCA
# hERG protect – compounds protecting human hERG from proarrhythmic drug block; CHO-hERG, FluxOR thallium flux, dofetilide IC70 present; activation (rescue from dofetilide block), less the hit threshold, % at 10 µM; 0.51% of 310,000 active; AID 1511;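 active means activation above the mean of controls blocked by dofetilide plus 5 SD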;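 further: thallium influx through hERG after potassium depolarization seen as dye fluorescence rise; in these data hits start at about 4.7%; inactives centre near -7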
# KCNK9 block – blocks the human KCNK9 two-pore domain potassium channel; Q9NPC2; HEK293 KCNK9, FluxOR thallium flux fluorescence; hits give low values; B-score at 10 µM; 1.2% of 310,000 active; AID 488922;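 active means ratio B-score over 3 SD below the library mean, with starting fluorescence within 5 SD of its mean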;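 further: negative B-score means less thallium flux so channel inhibition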
# Target sequence (Q9NPC2 whole entry, looked up, the tested form may be a part): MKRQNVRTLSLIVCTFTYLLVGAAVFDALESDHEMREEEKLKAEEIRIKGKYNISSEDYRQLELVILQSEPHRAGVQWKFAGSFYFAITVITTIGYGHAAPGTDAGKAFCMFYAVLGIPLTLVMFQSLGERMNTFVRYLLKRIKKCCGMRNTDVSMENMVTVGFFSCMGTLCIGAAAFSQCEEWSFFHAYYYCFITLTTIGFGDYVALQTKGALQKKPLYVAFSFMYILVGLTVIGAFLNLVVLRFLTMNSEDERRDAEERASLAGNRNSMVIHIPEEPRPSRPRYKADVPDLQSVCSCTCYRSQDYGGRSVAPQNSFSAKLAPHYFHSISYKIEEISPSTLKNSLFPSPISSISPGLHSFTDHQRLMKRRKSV
# RGS4 pot – potentiators or activators of RGS4. HEK293 M3R/inducible RGS4, carbachol calcium flux Fluo4; hits give low values. B-score at 10 µM. 0.92% of 310,000 active. AID 463111;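 active means B-score of the integrated calcium signal more than 4 SD below the library mean, with starting fluorescence not abnormally high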;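 further: negative B-score means reduced calcium response which marks RGS4 activation or potentiation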
#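 Assay system: Inducible-RGS4 HEK293 cells carrying M3 receptor | Schedule: Compound preincubation 20 min at room temperature before agonist | Signal: Kinetic calcium fluorescence imaging with Fluo4-AM dye, 2 µM | Read-out basis: B score from integrated fluorescence ratio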
# KCNQ1 inh – blocks the human KCNQ1 potassium channel; CHO-K1 KCNQ1, FluxOR thallium flux fluorescence; hits give high values; B-score at 10 µM; 1.3% of 310,000 active;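 active means compounds whose thallium flux B-score, printed positive for inhibition, exceeds three library SD while starting fluorescence stays within three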;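 further: channel opened by potassium depolarization with thallium stimulus after 20 min compound exposure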
# SKKanGAS inh – inhibitors of SKKanGAS S. pyogenes growth in kanamycin (SK-promoter or general growth effect). BacTiter-Glo, 6 h. inhibition, % at 7.5 µM. 1.3% of 300,000 active. AID 1662;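 active means mean replicate score, as percent of positive control median, at least 50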;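 further: strain carries kanamycin resistance gene driven by streptokinase promoter and grows in 40 µg/ml kanamycin; loss of luminescence reflects streptokinase promoter inhibition or plain growth inhibition; 0% = median of DMSO wells and 100% = positive control at its reference dose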
# HDAC3 inhib – inhibitors of human histone deacetylase 3; recombinant HDAC3, fluorogenic peptide/trypsin coupled, fluorescence; 0.15% of 320,000 active; inhibition, % at 8.3 µM; O15379; in the data active means inhibition above about 26%, passing the limit was not always enough
# Target sequence (O15379 whole entry, looked up): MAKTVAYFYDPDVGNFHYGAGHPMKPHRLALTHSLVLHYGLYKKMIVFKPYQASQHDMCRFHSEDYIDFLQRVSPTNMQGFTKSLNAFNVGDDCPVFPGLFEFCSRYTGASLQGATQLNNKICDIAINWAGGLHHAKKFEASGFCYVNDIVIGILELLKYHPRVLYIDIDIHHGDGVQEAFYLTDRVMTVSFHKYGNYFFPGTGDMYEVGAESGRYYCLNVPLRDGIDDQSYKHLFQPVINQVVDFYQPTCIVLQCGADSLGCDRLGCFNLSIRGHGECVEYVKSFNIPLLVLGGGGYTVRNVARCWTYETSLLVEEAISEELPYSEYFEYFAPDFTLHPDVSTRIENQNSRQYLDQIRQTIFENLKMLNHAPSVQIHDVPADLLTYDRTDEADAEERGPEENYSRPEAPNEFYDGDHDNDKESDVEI
# KCNK3 inh – human KCNK3 channel inhibition, primary screen; O14649; CHO-KCNK3 thallium flux, FluxOR fluorescence; hits give low values; B-score at 10 µM; 0.84% of 340,000 active;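 active means B-score under library mean minus 4 SD, starting fluorescence ratio at most library mean plus 5 SD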;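 further: more negative B-score means stronger inhibition of thallium flux through KCNK3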
# TMEM16A inh – inhibitors of mouse TMEM16A calcium-activated chloride channel; Q8BHY3; HEK293 TMEM16A/YFP iodide influx fluorescence, ionomycin; normalized B-score (activity score, 25-100; higher = stronger inhibition) at 10 µM; 1.2% of 310,000 active;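 active means ratio plate-corrected score three or more library SD toward inhibition, starting fluorescence score within five deviations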;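 further: score derived from kinetic fluorescence span divided by baseline fluorescence per well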
# KCNQ1 act – human KCNQ1 channel potentiation or activation | B-score at 10 µM | 0.35% of 310,000 active | CHO-K1 KCNQ1, thallium flux FluxOR fluorescence; hits give high values | AID 2648;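 active means fluorescence ratio B-score, a plate-corrected score, at least three library SD, with initial intensity B-score within 5 SD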
#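 Schedule – 37 °C overnight plating, 90-min dark dye load, 20-min compound pretreatment · System – stable KCNQ1 CHO-K1 line · Probe or stimulus – thallium- and potassium-containing depolarizing buffer · Measured by – kinetic FluxOR fluorescence, 10 s baseline plus 110 s post-stimulus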
# An asterisk follows results filed as active; i = inactive; / = not tested or not shown.
SMILES,TMEM16A act,RGS4 block,hERG protect,KCNK9 block,RGS4 pot,KCNQ1 inh,SKKanGAS inh,HDAC3 inhib,KCNK3 inh,TMEM16A inh,KCNQ1 act
N#CCOc1ccccc1/C=N/n1nnnc1N,i,i,-7.2,i,i,i,0.2,3.2,i,i,i
CCOC(=O)c1c(C)[nH]c(C)c1C(=O)COc1ccc(NC(=O)c2ccco2)cc1,i,i,-18.5,i,i,i,0.2,8.9,i,i,i
O=C(Nc1sc2c(c1C(=O)O)CCC2)c1ccc(F)cc1,i,i,-5.3,i,i,i,5.6,1.6,i,i,i
CCSc1nnc(C)c(=O)n1COC(=O)c1ccc(S(=O)(=O)N2CCCC2)cc1,i,i,-8.0,i,i,i,0.5,-4.7,i,i,i
NC(=O)c1c(NC(=O)c2ccncc2)sc2c1CCCC2,i,i,2.0,i,i,i,-25.6,-2.4,i,i,i
COc1ccc(C(=O)NCc2nnc(SCC(=O)NCCc3ccccc3)o2)cc1,i,i,-6.2,i,i,i,-11.5,-0.9,i,i,i
CCCn1c(=O)c2sccc2n2c(CCCC(=O)NC3CCN(Cc4ccccc4)CC3)nnc12,i,i,-4.1,i,i,i,0.3,3.4,i,i,i
CNC(=O)[C@@]1(C)C=C[C@@H](Cc2ccccc2)N1C(=O)OC,i,i,-11.3,i,i,i,1.3,1.4,i,i,i
Cc1ccc2nc(CSc3nnc(-c4ccco4)o3)cc(=O)n2c1,i,i,-6.0,i,i,i,4.1,-2.9,i,i,i
COc1ccc(NC(=O)CC(C)CC(=O)NCc2ccccc2)c(OC)c1 (stereo not drawn),i,i,-16.4,i,i,i,4.1,-4.6,i,i,i
O=C(CN1CCN(Cc2ccccc2F)C1=O)NCCc1ccc(Cl)cc1,i,i,-2.7,i,i,i,-1.8,6.1,i,i,i
CCCCc1nnc(NC(=O)COC)s1,i,i,-8.3,i,i,i,9.3,-4.1,i,i,i
CCCCNC(=S)NNC(=O)c1ccco1,i,i,-10.6,i,i,i,5.0,0.6,i,i,i
Cc1cc(C(=O)CN2C(=O)NC(Cc3c[nH]c4ccccc34)C2=O)c(C)n1C (stereo not drawn),i,i,-8.4,i,i,i,-0.2,0.5,i,i,i
COc1ccc(N2CCN(CCCNC(=O)CCCn3c(=O)[nH]c4ccsc4c3=O)CC2)cc1,i,i,-6.3,i,i,i,-10.2,7.5,i,i,i
Cc1nc(CNC(=O)CC2C(=O)NCCN2Cc2cccc(Oc3ccccc3)c2)cs1 (stereo not drawn),i,i,-3.0,i,i,i,-8.5,5.8,i,i,i
CC1(C)CC(=O)C2=C(C1)OC(N)=C(C#N)C2c1cccc(OC(=O)c2ccco2)c1 (stereo not drawn),i,i,1.1,i,i,i,0.7,-4.6,i,i,i
COc1ccc(C(=O)N(C)Cc2ccccn2)cc1OC1CCN(C(C)C)CC1,i,i,-7.6,i,i,i,3.7,-0.3,i,i,i
O=C(NCC1CC1)Nc1ccccc1F,/,i,-8.6,i,i,i,-2.2,4.9,i,i,i
Clc1cccc(CSc2ncn(-c3ccccc3)n2)c1,i,i,-18.5,i,i,i,21.6,11.5,i,i,i
CN(C)c1ccc(/C=N/N(Cc2ccccc2)c2ccccc2)cc1,i,i,-7.0,i,i,i,-5.9,-2.4,i,i,i
CCOC(=O)c1cc(C(=O)OCC)c(=O)[nH]c1N1CCCC1,i,i,-5.0,i,i,i,2.7,-5.2,i,i,i
O=C(O)COc1ccc(/C=N/NC(=O)c2cn(-c3ccccc3)nc2-c2ccccc2)cc1,i,i,-2.2,i,i,i,-1.5,9.7,i,i,i
CC(=O)Nc1ccc(NC(=O)CSc2ncnc3c2cnn3Cc2ccccc2)cc1,i,i,-9.3,i,i,i,3.9,0.4,i,i,i
Cc1ccc(C)c(OCC(=O)Nc2ccc(S(=O)(=O)Nc3ccccn3)cc2)c1C,i,i,-13.0,i,i,i,9.9,-4.9,i,i,i
O=C(N/C(=C\c1cccc([N+](=O)[O-])c1)C(=O)N1CCOCC1)c1cccc(Br)c1,i,i,-10.4,i,i,i,-1.9,3.5,i,i,i
CCCOc1ccc(C(O)C(CN2CCOCC2)c2ccccc2)cc1 (stereo not drawn),i,i,-7.6,i,i,i,-3.7,-4.1,i,i,i
C=CCN1C(=O)C(Cc2ccc(C)cc2)S/C1=N/N=C/c1ccco1 (stereo not drawn),i,i,-0.9,i,i,i,2.7,8.8,i,i,i
O=C(CSc1nnc(CNC(=O)c2ccco2)o1)Nc1cccc(F)c1,i,i,-1.7,i,i,i,-10.7,-5.2,i,i,i
N#Cc1ccc(NC(=O)CNc2cc(S(=O)(=O)N3CCOCC3)ccc2NCC2CCCO2)cc1 (stereo not drawn),i,i,-2.3,i,i,i,0.5,-5.7,i,i,i
O=C(c1ccccc1Br)N1CCN(c2ccc([N+](=O)[O-])c(N3CCOCC3)c2)CC1,i,i,-3.1,i,i,i,-7.3,2.7,i,i,i
CC(C)Cc1nnc(NC(=O)CCC(=O)Nc2ccccc2F)s1,i,i,-4.4,i,i,i,-1.4,-0.1,i,i,i
O=C(/C=C/c1ccc2ccccc2n1)c1cc(Br)ccc1O,i,i,-8.0,i,i,i,20.3,/,i,i,i
O=C(Nc1cccc(F)c1)c1cc(S(=O)(=O)N2CCC3(CC2)OCCO3)ccc1F,/,i,-14.6,i,i,i,-19.3,3.4,/,i,i
CCc1ccccc1NC(=S)NCCSc1ccc(Cl)cc1,i,i,-15.8,i,i,i,50.3*,4.2,i,i,i
C=C(C)COc1ccc(-c2[nH]ncc2-c2ccccc2)c(O)c1,i,i,-12.8,i,i,i,17.6,9.8,i,i,i
NC(=O)CC(NC(=O)Cc1cccc2ccccc12)c1ccc(N2CCN(c3ccccc3)CC2)c([N+](=O)[O-])c1 (stereo not drawn),i,i,4.4,i,i,i,19.8,1.8,i,i,i
CCCC(=O)OCC(=O)NC1CCCc2ccccc21 (stereo not drawn),i,i,-11.0,i,i,i,3.0,-1.7,i,i,i
Nc1ccc(CCNc2ncnc3c2ncn3[C@@H]2O[C@H](CO)[C@@H](O)[C@H]2O)cc1,i,i,-4.3,i,i,i,3.2,-0.5,i,i,i
CCO[C@@H]1OC(C(=O)NC2CC2)=C[C@H](c2c[nH]c3ccccc23)[C@H]1CCCO,i,i,-4.7,i,i,i,4.2,-5.9,i,i,i
Cc1noc(C)c1S(=O)(=O)Nc1ccccc1OC(F)(F)F,i,i,-7.2,i,i,i,0.2,-1.3,i,i,i
COc1ccccc1C(=O)NC(=O)COC(=O)CCOc1ccccc1C,i,i,-13.6,i,i,i,-5.5,10.1,i,i,i
CC(=O)N/C(=C\c1ccccc1)C(=O)OC(C)C(=O)N(C)c1ccccc1 (stereo not drawn),i,i,-11.0,i,i,i,-6.8,-4.4,i,i,i
O=C(CCc1ccccc1)Nc1ccc2c(c1)C(=O)OC2,i,i,-3.5,i,i,i,-2.9,-0.3,i,i,i
N#C/C(=C\c1ccc(OCCN2CCOCC2)cc1)C(=O)Nc1ccccc1F,i,i,-10.3,i,i,i,0.7,/,i,i,i
Cc1ccc(N(CC(=O)NCCc2ccccc2)C(=O)c2csnn2)cc1,i,i,-2.9,i,i,i,2.0,-0.4,i,i,i
CCOC(=O)NC(=O)c1cn(CCNCCO)c(=O)[nH]c1=O,i,i,-6.8,i,i,i,0.1,0.5,i,i,i
CC(C)(C)c1nc2ccccc2c2nnc(SCC(=O)Nc3nccs3)n12,i,i,-1.5,i,i,i,-2.3,1.9,i,i,i
CC(C)NC(=O)COc1ccc(S(=O)(=O)N(C)Cc2ccccc2)cc1,i,i,-8.9,i,i,i,6.4,/,i,i,i
COc1ccc(CCN2CC(C(=O)NCc3cc(C(C)C)no3)CCC2=O)cc1 (stereo not drawn),i,i,-12.5,i,i,i,-2.1,/,i,/,i
CCN(CC)S(=O)(=O)c1cccc(-c2nnc(SCCOc3ccccc3)o2)c1,i,i,-6.7,i,i,i,1.9,-2.6,i,i,i
CCO[C@H]1OC(C(=O)N2CCN(C)CC2)=C[C@@H](c2ccc3c(c2)OCO3)[C@@H]1CCCO,i,i,-4.6,i,i,i,4.2,-12.7,i,i,i
Cc1ccc(NC(=O)C2CCCCC2)c(O)c1,/,i,-6.0,i,i,i,0.8,3.8,/,i,i
Cc1ccc(S(=O)(=O)NCC(=O)OCC(=O)Nc2ccccc2OC(F)F)cc1,i,i,-1.8,i,i,i,7.6,11.5,i,i,i
COc1cc2nc(Cl)nc(N3CCCCC3)c2cc1OC,i,i,-3.3,i,i,i,-5.9,-10.7,i,i,i
NC(=O)c1nsc(C(=O)N(Cc2ccco2)C(C(=O)NCC2CCCO2)c2ccc(O)cc2)c1N (stereo not drawn),i,i,-22.2,i,i,i,-1.2,1.5,i,i,i
COc1ccc(C(=O)N[C@H]2CCCCNC2=O)cc1OC1CCN(C(C)C)CC1,i,i,-6.2,i,i,i,-1.8,2.4,i,i,i
O=C1OCC(c2ccccc2)=C1c1ccc(S(=O)(=O)N2CCOCC2)s1,i,i,-5.4,i,i,i,12.0,-2.1,i,i,i
Cc1ccc(S(=O)(=O)Nc2ccncc2)c(C)c1N(C)S(=O)(=O)c1ccc(F)cc1,i,i,-3.9,i,i,i,-10.9,-5.0,i,i,i
Cc1ccccc1OCC(=O)N/N=C1\CC(=O)CC(C)(C)C1,i,i,-12.8,i,i,i,-2.3,-0.9,i,i,i
# (cont.)
SMILES,TMEM16A act,RGS4 block,hERG protect,KCNK9 block,RGS4 pot,KCNQ1 inh,SKKanGAS inh,HDAC3 inhib,KCNK3 inh,TMEM16A inh,KCNQ1 act
N#Cc1nc(-c2ccco2)oc1NCCCN1CCOCC1,i,i,-8.5,i,i,i,0.4,-25.6,i,i,i
CCC(C)c1ccc(NC(=O)C/C(C)=N/NC(=O)c2cnccn2)cc1 (stereo not drawn),i,i,-10.7,i,i,i,-4.2,0.1,i,i,i
CCc1cc(=O)oc2c(C)c(O)c(CN(C)C)cc12,i,i,-10.7,i,i,i,-0.7,-77.5,i,i,i
Cn1nccc1C(=O)Nc1cccc(C(F)(F)F)c1,i,i,-11.9,i,i,i,0.8,0.4,i,i,i
O=C(NNC1=NCCN1Cc1ccccc1)c1cccc(C(F)(F)F)c1,i,i,-4.6,i,i,i,-1.4,1.2,i,i,i
CC1CC(C)CN(C(=O)c2nn(C)c3c2CSc2ccccc2-3)C1 (stereo not drawn),i,i,-11.1,i,i,i,2.5,1.1,i,i,i
CC1CCN(c2ccc3nnc(CCC(=O)NC(C)C)n3n2)CC1,/,i,-0.7,i,i,i,-2.1,-1.6,i,i,i
O=C(CSc1nnc(-c2ccccn2)o1)Nc1ccc(F)cc1,i,i,-13.5,i,i,i,0.0,4.1,i,i,i

# Compounds were not picked by outcome. Share with any hit: about 6.3%.
